Hep lipid drop – hepatic lipid droplet formation modulation. AML12 mouse hepatocytes, oleate lipid droplets, BODIPY imaging. inhibition, % at 6.5 µM. hit rate 0.4% among 240,000;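 active = lipid droplet intensity inhibited by at least 50%, with more than 500 cells counted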
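Assay system: AML12 hepatocytes (mouse); Probe or stimulus: oleic acid at 100 µM to induce lipid droplet formation; Dosing: compound at 6.5 µM only; Schedule: compound with oleate, overnight; Detection: fluorescence imaging, 20x objective, two fields per well; Measure: % inhibition of lipid droplet signal.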
TNAP activation fold – human TNAP enzyme activators, primary screen, biochemical, luminescent, no phosphate acceptor, uHTS (AID 1001); hit rate 0.03% among 200,000; purified TNAP, luminescent activation assay, no phosphate acceptor; higher activation fold means a stronger effect; one-dose activation fold at 20 µM; EC50 in µM for titrated hits; in the data active = activation fold from about 3, or a potency from the dose series; inactive = the rest, 99 in 100 with activation fold below about 1.6; note: many of its hits are not listed in these tables
human PMI inhibition – MPI enzyme activity inhibition – biochemical, fluorescence intensity, coupled assay, primary screen (AID 1209). purified PMI enzyme, coupled fluorescence intensity; higher % means a stronger effect. one-dose inhibition, % at 20 µM; IC50 in µM for titrated hits. hit rate 0.42% among 190,000;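 note: plate controls were DMSO vehicle for no effect and wells lacking substrate for full effect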
Siah-1 displacement – Siah-1 peptide-binding antagonists, primary screen, biochemical, fluorescence polarization, rhodamine-plectin, uHTS (AID 1817) | Siah-1 / rhodamine-plectin peptide fluorescence polarization; higher % means a stronger effect | displacement, % at 20 µM; hits with a dose series show IC50 in µM | hit rate 0.02% among 290,000;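 active = displacement of at least 50% at 20 µM, with a fluorescence ratio check between 0.3 and a set limit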;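 note: plate controls were Siah plus tracer with DMSO for no effect and tracer alone without Siah for full effect; strong numbers were not always called active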
M1AAP inhibition – P. falciparum M1AAP inhibitors, biochemical, fluorogenic H-Leu-NHMec substrate, 1536-well (AID 1445). recombinant M1AAP, H-Leu-NHMec fluorogenic kinetic assay; higher % means a stronger effect. one-dose inhibition, % at 30 µM; IC50 in µM for titrated hits. hit rate 0.42% among 220,000;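 active = primary inhibition above the hit cutoff, then over 50% inhibition at one or more dose response concentrations, cut at about 23% in these data, passing the limit was not always enough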;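 note: plate controls were DMSO full reaction for no effect and no enzyme background for full effect; strong numbers were not always called active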
M17LAP inhibition – P. falciparum M17LAP inhibitors, primary screen, biochemical, fluorogenic H-Leu-NHMec substrate, 1536-well (AID 1619); recombinant M17LAP, H-Leu-NHMec fluorogenic kinetic assay; higher % means a stronger effect; inhibition, % at 30 µM, or IC50 in µM where a hit was titrated; hit rate 0.38% among 220,000;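 active = compound inhibiting the enzyme by more than half at any dose during confirmatory dose-response retesting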;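 note: plate controls were full reaction with DMSO carrier for no effect and no enzyme background for full effect; strong numbers were not always called active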
PMI inhibition – MPI inhibition at elevated mannose 6-phosphate – biochemical, fluorescence intensity, high mannose 6-phosphate, primary screen (AID 1220) | inhibition, % at 20 µM, or IC50 in µM where a hit was titrated | hit rate 0.66% among 190,000 | recombinant PMI enzyme, coupled fluorescence intensity; higher % means a stronger effect
XIAP displacement – small molecules displacing peptide from XIAP – biochemical, IAP family, fluorescence polarization (AID 1018). XIAP BIR domain, fluorescence polarization peptide displacement; higher % means a stronger effect. displacement, % at 20 µM; hits with a dose series show IC50 in µM. hit rate 0.007% among 200,000; in the data active = displacement above about 50%; note: a part of the inactive calls stands beside numbers as strong as those of hits
UTI89 phage lysis – inhibition of K1F phage lysis, E. coli UTI89, bacterial capsule biogenesis inhibitors, alamar blue (AID 488966); inhibition, % at 100 µM, or IC50 in µM where a hit was titrated; hit rate 0.02% among 340,000; E. coli UTI89 K1F phage lysis, alamar blue, 2 h; higher % means a stronger effect;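 active = phage lysis inhibition, versus mean bacterial control, above a set limit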;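 note: capsule biogenesis inhibitors block K1F phage lysis so surviving cells raise fluorescence; higher fluorescence means more inhibition of phage lysis; actives were called in the ten point dose series up to 300 µM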
Hep lipid drop cells 6.5 µM – recorded beside Hep lipid drop, whose call it bears; cell count; measured here: cell count, cytotoxicity flag;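 cells counted across two imaged fields per well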
* marks the source's active call; other numbers are inactive results; · = not tested or not shown; [ ] = another dose, or the depositor's remark. Cut-off read from the data, not from the text of the source, unless noted: active = inhibition above about 50%; inactive = the rest.

SMILES	Hep lipid drop	Hep lipid drop cells 6.5 µM	TNAP activation fold	human PMI inhibition	Siah-1 displacement	M1AAP inhibition	M17LAP inhibition	PMI inhibition	XIAP displacement	UTI89 phage lysis
COc1ccc(-c2cnn3c4c(c(C)nc23)CCN4C(C)C)cc1OC	9	651	1	19%	0%	6%	-1%	17%	-10%	0.4%
CCn1c(SCC(=O)N2CCC(C(N)=O)(N3CCCCC3)CC2)nnc1-c1ccccc1	18	715	1	1%	-8%	4%	8%	1%	-8.7%	1.2%
CN(CC(=O)NCc1ccccn1)S(=O)(=O)c1ccc(Br)cc1	3	716	1	-1%	-3%	1%	2%	-2%	16%	0.3%
Cc1ccccc1NC(=O)c1ccccc1NS(=O)(=O)c1cccc2cccnc12	·	·	1.1	14%	3%	17%	-5%	7%	-5.3%	1.4%
COc1ccc(Cn2c(C3CC3)nc3ccc(NC(=O)C4CC4)cc3c2=O)cc1	·	·	1	-10%	3%	6%	5%	-8%	-4.8%	-1.0%
Cc1ccccc1N(C(=O)CCC(=O)Nc1ccccn1)C(C(=O)NC(C)C)c1ccc(O)cc1 (stereo not given)	·	·	1.1	-7%	-1%	6%	-1%	-3%	-0.9%	-0.1%
c1ccc(-n2nnnc2SCc2cccc3nsnc23)cc1	·	·	1	-5%	-2%	1%	1%	-8%	-4.5%	0.2%
COc1ccc(OC)c(Nc2nc(-c3ccccc3O)nc3ccccc23)c1	8	707	1.1	-1%	1%	4%	-2%	6%	-4.5%	2.8%
C/C(=N\Nc1ccc(C(F)(F)F)cc1[N+](=O)[O-])C(C)C	10	670	1	1%	-1%	3%	-7%	2%	-8.9%	0.4%[50 µM]
COc1ccccc1-n1c(=O)[nH]c2c(C(N)=O)nc(C3CCCCC3)nc21	·	·	1.1	-5%	4%	-1%	-5%	1%	-4.2%	0.1%
O=C(/C=C/c1ccco1)Nc1ccc(-c2nc3ccccc3[nH]2)cc1	-31	475	1.1	-10%	-16%	7%	6%	-12%	-5.2%	0.4%[50 µM]
Cc1cc(C(=O)COc2cccnc2[N+](=O)[O-])c(C)n1-c1ccccc1	0	675	1	28%	-2%	0%	-2%	53%*	-0.1%	0.5%[50 µM]
COCC(=O)OCC(=O)Nc1ccccc1-c1ccccc1	-9	690	1.2	8%	-1%	-1%	-3%	8%	-2.2%	-0.2%
Cc1cccc(CSc2ncnc3ccccc23)c1	8	750	1.1	4%	-5%	4%	6%	2%	-3.1%	0.5%
CC1(C)Cc2cccc(C(=O)Nc3ccncc3)c2O1	1	700	·	·	1%	10%	2%	·	·	0.7%
O=C(Cc1cccs1)NC1(C(=O)NC2CCCC2)CCCCC1	-5	620	1.2	4%	6%	3%	3%	0%	1.1%	0.7%[50 µM]
CCCCC(=O)Nc1cccc(NC(=O)c2ccc3c(c2)OCO3)c1	22	736	1.1	4%	-2%	8%	-4%	3%	-5.1%	-0.3%
Cc1csc(N/N=C\c2cccnc2)n1	8	684	1	30%	4%	8%	7%	35%	-21%	1.9%
Clc1ccc(-c2nnc(C34CC5CC(CC(C5)C3)C4)o2)cn1	7	734	1.1	-6%	-1%	-3%	4%	-9%	-3.6%	0.7%
O=C(CSc1nnc(C2COc3ccccc3O2)o1)N1CCN(c2ccccc2)CC1 (stereo not given)	4	692	1.1	-23%	1%	1%	-1%	-17%	-5.2%	-0.2%
C(=N\n1cnnc1)/c1ccc2c(c1)OCO2	·	·	1.1	-4%	1%	0%	11%	-5%	-8.1%	0.3%
Cc1ccc(SCc2cc(=O)[nH]c(/N=C(\N)Nc3ccccc3Sc3ccccc3)n2)cc1	1	575	1.4	15%	-3%	-1%	-8%	-2%	2.9%	2.7%
CCn1c(=O)c2c(n3c(=S)[nH]nc13)-c1ccccc1CC21CCCCC1	23	689	1	-11%	7%	5%	-6%	-13%	-3.8%	-0.6%
O=C1COc2ccc(C(=O)COC(=O)Cc3ccc(Cl)cc3)cc2N1	1	708	1	2%	-3%	5%	-5%	2%	-4.2%	0.0%

An excerpt from above in order of their number in PMI inhibition, ascending.
smiles | TNAP activation fold | human PMI inhibition | Siah-1 displacement | M1AAP inhibition | M17LAP inhibition | PMI inhibition | XIAP displacement
CCn1c(=O)c2c(n3c(=S)[nH]nc13)-c1ccccc1CC21CCCCC1 | 1 | -11% | 7% | 5% | -6% | -13% | -3.8%
Clc1ccc(-c2nnc(C34CC5CC(CC(C5)C3)C4)o2)cn1 | 1.1 | -6% | -1% | -3% | 4% | -9% | -3.6%
Cc1ccc(SCc2cc(=O)[nH]c(/N=C(\N)Nc3ccccc3Sc3ccccc3)n2)cc1 | 1.4 | 15% | -3% | -1% | -8% | -2% | 2.9%

Other structures
SMILES	Hep lipid drop	Hep lipid drop cells 6.5 µM	TNAP activation fold	human PMI inhibition	Siah-1 displacement	M1AAP inhibition	M17LAP inhibition	PMI inhibition	XIAP displacement	UTI89 phage lysis
CC(=O)c1sc(NC(=O)c2cccc3ccccc23)nc1C	1	761	1.1	-3%	6%	-6%	2%	-6%	2.4%	-0.1%
Cc1ccc(C(=O)N2CCOCC2)cc1S(=O)(=O)Nc1cccc(C)c1C	-24	712	1.1	-6%	0%	2%	-2%	-7%	-8.8%	0.4%
Cc1c(C(=O)NCc2cccnc2)sc2ncn(CC(=O)N3CCCCC3C)c(=O)c12 (stereo not given)	9	779	1.1	7%	-3%	10%	3%	4%	-4.5%	0.3%
O=C(Cn1cnc2c(nnn2Cc2ccc(Cl)cc2)c1=O)c1ccccc1	27	717	1.1	0%	14%	-4%	-3%	-4%	-2.1%	4.2%
Cc1ccc(S(=O)(=O)c2nc(-c3ccccc3)oc2NCc2cccnc2)cc1	·	·	1.1	15%	5%	33%	16%	13%	-3.7%	-0.1%
Cc1csc2c(N3CCC(C(=O)O)CC3)ncnc12	35	665	·	·	8%	8%	2%	·	·	0.0%
Brc1cc(Br)cc(CN2CCSCC2)c1	-7	710	·	·	0%	4%	-4%	·	·	·
O=C(c1ccco1)N1CCN(C(c2cccs2)c2nnnn2C2CCCC2)CC1 (stereo not given)	6	700	1.1	6%	-5%	1%	6%	1%	-2.5%	0.0%
CCOC(=O)C1=C(C)NC(=O)NC1c1cc(Br)c(O)c(OC)c1 (stereo not given)	0	616	1.1	12%	6%	12%	-1%	18%	-1.4%	0.5%
CC(C)(C)c1ccc(C(=O)Nc2ccc(O)c3c(=O)cc(-c4cccc(Cl)c4)oc23)cc1	-1	676	·	·	-8%	4%	0%	·	·	0.1%
O=C(c1nn2c(C(F)(F)F)cc(-c3ccc(F)cc3)nc2c1Cl)N1CCOCC1	·	·	1.1	1%	-1%	3%	3%	0%	-5.7%	2.4%[50 µM]
CCc1ccc(N2CN(Cc3ccco3)CNC2=S)cc1	0	717	·	·	11%	1%	-1%	·	·	-2.6%
CCOC(=O)c1csc(NC(=O)C2CCCCC2)n1	25	639	1.1	11%	2%	8%	7%	7%	-7.5%	0.1%
O=C(Nc1cccc(-c2nc3ccccc3s2)c1)c1cccs1	0	680	1.1	11%	6%	-4%	5%	-1%	0.5%	0.0%
COc1ccc(N2C(=O)CC(c3ccccc3)C2=O)cc1 (stereo not given)	·	·	·	·	6%	0%	16%	·	·	2.2%
COc1cccc2cc(C(C)N(CCCN3CCOCC3)C(=S)Nc3ccccc3C)oc12 (stereo not given)	-13	690	1.1	2%	1%	0%	-2%	4%	-0.3%	0.3%
O=[N+]([O-])c1ccc(CSc2nnc3ccccn23)cc1	17	684	1	0%	-2%	0%	9%	-9%	-10%	-0.1%
Fc1ccc(NC(=S)N/N=C/c2ccc(F)c(F)c2)c(F)c1	-4	801	1.1	-8%	-2%	-1%	-5%	-6%	-12%	0.8%
C=CCn1c(O)c(N=NC(=O)OC(C)(C)C)c2ccccc21	20	628	1	12%	9%	11%	8%	-2%	-2.4%	-0.1%
Cc1cc(S(=O)(=O)N(Cc2ccccc2Cl)c2ccc3c(c2)CCC3)ccc1-n1cnnn1	-73	467	1.1	13%	-2%	7%	4%	4%	-5.3%	1.1%[50 µM]
CCN(CC)S(=O)(=O)c1cccc(-c2nnc(SCc3nnc(-c4cccs4)o3)n2N)c1	·	·	1	-15%	0%	8%	-5%	-17%	-3.9%	1.1%
Cc1ccc(OCCC(=O)NCCc2ccc(S(N)(=O)=O)cc2)cc1	-13	528	1.1	6%	-2%	2%	-5%	4%	-6.9%	-5.5%
CCN(CC)S(=O)(=O)c1ccc(Cl)c(NC2=NCCCCC2)c1	-6	670	1.2	-6%	-1%	5%	-1%	-7%	-0.7%	0.2%
COc1cccc2cc(C(=O)C3=C(O)C(=O)N(CCN4CCOCC4)C3c3cccs3)oc12 (stereo not given)	·	·	1	-9%	5%	11%	19%	-8%	-2.0%	0.7%
Cc1ccc(C(C)(C)C)c(OCCOCCN2CCCC2)c1	-2	644	1.1	-1%	-4%	-1%	-7%	-1%	-1.0%	1.8%[50 µM]
CC1CN(C(=O)c2cc(S(=O)(=O)N3CCCC3)c(Cl)cc2Cl)CC(C)O1 (stereo not given)	-3	620	1	12%	5%	-3%	1%	12%	-5.1%	0.0%
O=C(CNc1ccc(Br)cc1)c1ccc(O)cc1	-7	662	0.9	-22%	-2%	4%	11%	-3%	-3.7%	-1.7%
O=C(NCc1ccccc1)C1=C[C@H](C2CC2)C[C@H](OCc2ccc(CO)cc2)O1	0	727	1.1	9%	4%	1%	3%	12%	-1.4%	-0.5%
CS(=O)(=O)N(CC(=O)N/N=C/c1cc2c(cc1Br)OCO2)c1ccccc1Br	·	·	1.1	17%	-2%	10%	-6%	11%	-3.9%	0.5%
O=C(CN1CCC(C(=O)c2ccc(Cl)cc2)CC1)Nc1ccc2c(c1)OCCO2	·	·	1.1	-6%	-1%	3%	-2%	-7%	2.0%	2.1%
COc1ccc(NC(=S)NNC(=O)c2cccs2)cc1	1	646	2.9	-3%	5%	-3%	-20%	6%	-4.4%	2.4%[50 µM]
O=C(Nc1ccc(F)cc1)c1csc(Cc2ccccc2)n1	-16	649	1	7%	6%	2%	-9%	7%	-14%	-0.6%
Cc1cccn2c(=O)c(/C=C(\C#N)C(=O)NCc3ccco3)c(N3CCC(C(N)=O)CC3)nc12	16	682	1	19%	9%	3%	9%	17%	-8.5%	3.1%
Cc1ccc(NC(=O)CSc2nnnn2-c2ccc3c(c2)OCO3)cc1C	0	703	1.1	-6%	1%	3%	4%	-5%	-7.6%	6.5%
C/C=C/c1ccc(Oc2nnnn2-c2ccc(C(=O)O)cc2)c(OC)c1	-2	781	1	9%	-1%	-1%	8%	-2%	-0.9%	-0.3%
Cc1ccc(-n2nnnc2/C=C\Nc2cc(C)on2)cc1	6	623	1.1	6%	12%	0%	-8%	-6%	-2.3%	4.5%
Cc1onc(-c2ccccc2)c1C(=O)Nc1ccnn1C1CCCCC1	14	655	1.1	18%	8%	4%	-8%	20%	-0.8%	0.0%
